From PubChem BioAssay
CD40 NFkB inh = CD40 pathway inhibition in BL2 cells. inhibition, % at 10 µM. BL2 NF-kB luciferase reporter, CD40L-induced, 4 h. hit rate 0.94% among 83,000. AID 1053188;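 active = mean inhibition of at least 50% with a set share of replicates also reaching that level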;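 also: 0% = neutral control wells and 100% = IKK inhibitor VII at 50 µM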
Starred values were filed as active, the others as inactive; [ ] = dose if it differs, or a comment.

SMILES	CD40 NFkB inh
Cc1ccc(NC(=O)COC(=O)CN2CCSC2=O)cc1Cl	10
COCC(=O)N1[C@H](C#N)[C@@H](c2ccc(C3=CCCCC3)cc2)[C@@H]1CO	-12
CN(CC(=O)Nc1ccc2c(c1)OCCO2)S(=O)(=O)c1cccc2cccnc12	0
CN(c1ccccc1)S(=O)(=O)c1cccc(NC(=O)COc2ccccc2)c1	4
O=C(c1ccccc1OCc1ccc(Cl)cc1)N1CCN(c2ccccn2)CC1	-9
O=C(c1cccnc1)N1C[C@@H]2[C@H](c3ccccc31)[C@H](CO)N2C(=O)Nc1ccccc1Cl	1
O=C(O)Cn1c(SC2CCCCC2)nc2ccccc21	-10
Cc1ccc(C(=O)O)cc1[N+](=O)[O-]	13
COc1cc([N+](=O)[O-])ccc1NC(=O)/C=C/C(=O)O	0
CCCCNC(=O)C(=O)Nc1ccc2c(c1)N(S(=O)(=O)c1cccs1)CCC2	-18
CC1CCCC(NC(=O)CN2C(=O)NC(C)(c3ccccc3)C2=O)C1C (stereo not drawn)	-15
O=C(Cc1ccccc1)NNC(=O)C1CCCC1	2
O=C(Nc1ccc(N2CCCCC2)c(Cl)c1)c1ccc(N2CCOCC2)c([N+](=O)[O-])c1	8
C[C@@H]1CN([C@H](C)CO)C(=O)c2ccccc2-c2ccccc2CO[C@H]1CN(C)C(=O)c1ccncc1	-12
CCCCN(CC)CCNS(=O)(=O)c1ccc2c(c1)oc(=O)n2C	9
CCOC(=O)N1CCc2c(sc(NC(=O)CN3CCOCC3)c2C#N)C1	-6
CCN(CC)C(=O)Oc1ccccc1NC(C)=O	17
OCCN(CCO)CC(O)COc1ccc(Br)cc1 (stereo not drawn)	3
Cc1ncc(S(=O)(=O)C(C)(C)C)c(N)n1	8
CCCCc1nc2cc(C(=O)NCc3cc(C)n(C)n3)ccc2o1	-47
CC(=O)c1cnc(Nc2nc(C)c3ccc(C)cc3n2)nc1C	6
COC(=O)c1c(NC(=O)C(C)C)sc2c1C(C(=O)OC)CC2 (stereo not drawn)	7
COc1ccc(C(=O)Nc2cccc(C(=O)N3CCCC3)c2)cc1	16
C[C@H]1CN([C@@H](C)CO)C(=O)Cc2cc(NS(C)(=O)=O)ccc2O[C@@H]1CN(C)Cc1ccc2c(c1)OCO2	-1
Cc1nc2ccccn2c1C(=O)NCc1ccc2c(c1)OCO2	-3

Quoted from the listing.
Entry for O=C(c1cccnc1)N1C[C@@H]2[C@H](c3ccccc31)[C@H](CO)N2C(=O)Nc1ccccc1Cl under CD40 NFkB inh: 1
Entry for CC(=O)c1cnc(Nc2nc(C)c3ccc(C)cc3n2)nc1C under CD40 NFkB inh: 6

Remaining list, next part
SMILES	CD40 NFkB inh
C[C@H]1CN([C@@H](C)CO)C(=O)c2c(c3ccccc3n2C)-c2ccccc2CO[C@@H]1CN(C)C(=O)CCC(F)(F)F	4[25 µM]
CCOC(=O)c1cc([N+](=O)[O-])sc1NC(=O)CC	10
COc1ccc(N(CC(=O)NC2CCCC2)C(=O)Cn2nnc(-c3ccc(C)cc3)n2)cc1OC	1
c1ccc(Cc2nn3c(Cn4cnc5ccccc54)nnc3s2)cc1	5
COc1ccc(-c2cc(C(=O)N3CCCC3)no2)cc1OC	-80
O=C(Nc1ccccc1)N1CC(=O)N2[C@H](CO)[C@H](c3ccc(C#CC4CCCCC4)cc3)[C@H]2C1	9[25 µM]
CCCC(=O)Nc1nc(-c2ccc(Cl)s2)cs1	-26
CCOC(=O)c1c[nH]c2c(C)ccc(Cl)c2c1=O	-7
CCCCn1nnc(NC(=O)c2ccc(-c3ccccc3[N+](=O)[O-])o2)n1	-22
Cc1ccc(NC(=O)C2C(C(=O)O)C3C=CC2C32CC2)cc1 (stereo not drawn)	-3
O=C(COC(=O)/C=C/c1ccc(F)cc1)NC1CCCCCC1	-2
CC(CNS(=O)(=O)c1ccc(Cl)cc1)n1cncn1 (stereo not drawn)	5
CC=Cc1ccc2n(c1=O)C[C@@H]1[C@@H](CO)[C@H](C(=O)N(C)C)[C@H]2N1CC1CCOCC1 (mixture of isomers)	-7[25 µM]
COc1ccc2c3c(n(C)c2c1)[C@H](CO)N(C(=O)Nc1ccccc1F)CC31CN(C(=O)c2ccccc2F)C1	-5[25 µM]
O=C(COC(=O)C1CC(=O)N(CCc2ccccc2)C1)c1ccc[nH]1 (stereo not drawn)	11
Cc1ccnc(NS(=O)(=O)c2ccc(NC(=O)CSc3nc(-c4ccccc4)cc(=O)[nH]3)cc2)n1	9
COc1ccc(C(=O)NCc2ccccc2)cc1S(=O)(=O)N1CCCc2ccccc21	3
COCCN(C[C@H]1[C@H](c2ccccc2)[C@H](CO)N1C(C)=O)C(=O)c1cccnc1	0[25 µM]
COc1ccc(-c2ccc([C@H]3[C@@H](C#N)N(C(=O)c4cccc(F)c4)[C@H]3CO)cc2)cc1	57*[25 µM]
C/C(=N\NC(=O)Cn1nnc2ccccc21)c1ccco1	32
Cc1c(C(=O)O)oc2ccc(S(=O)(=O)N3CCC(C)CC3)cc12	1
O=C(c1ccccn1)N1CC[C@H]2[C@H](CO)Nc3ccc(-c4ccc(F)cc4)cc3[C@H]21	-55[25 µM]
COC(=O)c1ccc(NC(=O)COC(=O)C2CCC2)cc1	-27
CCCCn1c(N)c(N(CCC(C)C)C(=O)COC(=O)/C=C/c2ccc(F)cc2)c(=O)[nH]c1=O	3
Cc1cccc(S(=O)(=O)Nc2ccc(S(=O)(=O)Nc3nccs3)cc2)c1	6

Reformatted in markdown: five of the compounds above.
| structure | CD40 NFkB inh |
| --- | --- |
| O=C(COC(=O)C1CC(=O)N(CCc2ccccc2)C1)c1ccc[nH]1 (stereo not drawn) | 11 |
| COc1ccc(-c2cc(C(=O)N3CCCC3)no2)cc1OC | -80 |
| C/C(=N\NC(=O)Cn1nnc2ccccc21)c1ccco1 | 32 |
| O=C(Nc1ccccc1)N1CC(=O)N2[C@H](CO)[C@H](c3ccc(C#CC4CCCCC4)cc3)[C@H]2C1 | 9[25 µM] |
| CCCCn1c(N)c(N(CCC(C)C)C(=O)COC(=O)/C=C/c2ccc(F)cc2)c(=O)[nH]c1=O | 3 |

An excerpt of these results, with the structure last:
CD40 NFkB inh | canonical_smiles
9[25 µM] | O=C(Nc1ccccc1)N1CC(=O)N2[C@H](CO)[C@H](c3ccc(C#CC4CCCCC4)cc3)[C@H]2C1
6 | Cc1cccc(S(=O)(=O)Nc2ccc(S(=O)(=O)Nc3nccs3)cc2)c1
5 | CC(CNS(=O)(=O)c1ccc(Cl)cc1)n1cncn1 (stereo not drawn)

(further entries)
SMILES	CD40 NFkB inh
O=C1Nc2ccc(S(=O)(=O)N3CCOCC3)c3cccc1c23	4
O=C1CC(/C=C/c2ccccn2)=Nc2ccccc2N1	-2
Cc1cc(C)n2ncc(S(=O)(=O)c3ccccc3)c2n1	15
CS(=O)(=O)N1[C@H](C#N)[C@@H](c2ccc(C#CC3CCCC3)cc2)[C@@H]1CO	-9[25 µM]
Cc1ccc(NC(=O)CCCC(=O)O)c(Br)c1	9
Cc1cc(C)n2nc(CC(=O)NC3CCCCCC3)nc2n1	-3
Cc1cnc2c(C(=O)O)cnn2c1	1
CC(C)CCN(C(=O)c1cc(=O)[nH]c2ccccc12)c1c(N)n(Cc2ccccc2)c(=O)[nH]c1=O	6
Nc1nc2ccccc2nc1N	-38
c1ccc(Nc2nc(-c3cccnc3)cs2)nc1	-90
O=C(CN1C(=O)CCC1=O)Nc1cccc2c1C(=O)NC2=O	2
O=C(Cn1cc(C(F)(F)F)ccc1=O)OCC(=O)c1ccc[nH]1	-32
Cc1nc(SCC(=O)N2c3ccccc3NC(=O)CC2C)c2c(C)c(C)sc2n1 (stereo not drawn)	11
O=C(COC(=O)c1cnccn1)c1ccc2ccccc2c1	-8
CCS(=O)(=O)N1CC2(C1)[C@H](c1ccccc1)[C@@H](CO)N2C(=O)c1ccccc1	-4[25 µM]
O=C(NC1CCCC1)C1c2ccccc2C(=O)N1C1CCCCC1 (stereo not drawn)	9
c1ccc(C2=Nn3c(nnc3-c3cccs3)SC2)cc1	16
OC(CNCCNc1ncccc1C(F)(F)F)Cn1ccc2ccccc21 (stereo not drawn)	6
CC1CCCC=CC2CC(OC(=O)CN(C)C)CC2C(O)C=CC(=O)O1 (stereo not drawn)	83*
CN(c1ccccc1)c1nc(N)c([N+](=O)[O-])c(N2CCCCC2)n1	-48
O=C(NCc1nnnn1-c1ccc(F)cc1)c1ccc([N+](=O)[O-])o1	0
CC(N)C12CC3CC(CC(O)(C3)C1)C2 (stereo not drawn)	4
Cc1ccccc1Nc1ccc(S(=O)(=O)N2CCOCC2)cc1[N+](=O)[O-]	2
COCC(=O)N1CCCCN2[C@H](CO)[C@H](c3ccc(-c4ccc(OC)cc4)cc3)[C@H]2C1	-7[25 µM]
Cc1nc2ccc(C(=O)O)cc2nc1C	2

Sorted by heavy-atom count (rising): part of the list above.
SMILES	CD40 NFkB inh
Cc1nc2ccc(C(=O)O)cc2nc1C	2
Cc1cc(C)n2ncc(S(=O)(=O)c3ccccc3)c2n1	15
CCS(=O)(=O)N1CC2(C1)[C@H](c1ccccc1)[C@@H](CO)N2C(=O)c1ccccc1	-4[25 µM]

(more compounds)
SMILES	CD40 NFkB inh
O=C(C[C@@H]1C[C@@H]2c3cc(NC(=O)C4CCOCC4)ccc3O[C@@H]2[C@@H](CO)O1)NCc1cccnc1	-1[25 µM]
O=C1N(Cc2cccc(Cl)c2)C[C@@H]2C[C@@H](c3cccn3-c3cccnc3)N3CCC[C@@]123	14
CS(=O)(=O)N1[C@@H](C#N)[C@@H](c2ccc(C#CC3CC3)cc2)[C@@H]1CO	-8
CCCC#Cc1ccc([C@H]2[C@H](CO)N3CCCCN(S(C)(=O)=O)C[C@@H]23)cc1	-12[25 µM]
C[C@@H]1CN([C@H](C)CO)C(=O)c2cc(C3=CCCCC3)cnc2O[C@H]1CN(C)C(=O)Cc1ccccc1	1[25 µM]
Cc1c(NS(=O)(=O)c2cc(C(=O)NCc3ccco3)cc(Cl)c2Cl)c(=O)n(-c2ccccc2)n1C	3
COc1ccc(S(=O)(=O)N(C)C[C@H]2OCCCC[C@H](C)Oc3ccc(NC(=O)Nc4ccc(F)cc4)cc3C(=O)N([C@H](C)CO)C[C@H]2C)cc1	1
COc1cccc(-c2ccc([C@H]3[C@@H](CO)N4CCCCN(CC5CC5)C[C@@H]34)cc2)c1	7[25 µM]
N#C[C@@H]1[C@H](c2ccccc2-c2ccc(F)cc2)[C@H](CO)N1C(=O)Cc1cccnc1	1[25 µM]
N#C[C@@H]1[C@@H](c2ccccc2C2=CCCCC2)[C@@H](CO)N1C(=O)C1CCOCC1	12[25 µM]
Cc1ccc(Nc2nnc(SCC(=O)NCC3CCCO3)s2)cc1 (stereo not drawn)	-5
CCn1c(NCc2ccccn2)nc2c1c(=O)n(C)c(=O)n2C	2
CC(O)(c1cccc(F)c1)c1nc(/C=C/c2ccccc2)cs1 (stereo not drawn)	-14
O=C(NC1CCCCC1)N(Cc1ccccc1)Cc1ccco1	-22
O=C(NCC(c1cccs1)N1CCOCC1)c1cc2ccccc2o1 (stereo not drawn)	4
CCN(C(=O)COC(=O)c1nc2nc(C)cc(C)n2n1)C1CCCCC1	-5
CCOC(=O)c1cc2c(ccn2-c2ccc(F)cc2)n1CC(=O)N(CC)CC	8
O=C(Nc1ccc2c(c1)OCCO2)c1cccc2nc3ccccc3nc12	-25
Cc1ccn2nc(C(=O)OCC(=O)N(CC(C)C)C3CCS(=O)(=O)C3)nc2n1 (stereo not drawn)	7
CCNc1nnc(CCn2nc(C)c(Br)c2C)s1	-7
Nc1ccc2nc(N)sc2c1	-86
CC(=O)NC[C@@H]1[C@@H](c2ccc(-c3cccnc3)cc2)[C@@H](CO)N1C(=O)C1CCC1	-6[25 µM]
Cn1c(CSc2nc3ccccc3s2)nc2ccccc21	-108
O=C(NCc1ccccn1)c1ccc(Cn2cc(Br)cn2)o1	6
COc1cccc(NC(=O)C2CCN(S(=O)(=O)c3ccc(N4CCCC4=O)cc3)CC2)c1	8
SMILES	CD40 NFkB inh
COc1ccc(NC(=O)CSc2nnc(Cc3cccn3C)n2CCc2ccccc2)c(OC)c1	12
Cc1noc(C)c1S(=O)(=O)Nc1ccc2c(c1)CC(=O)N([C@@H](C)CO)C[C@H](C)[C@H](CN(C)Cc1ccc(Oc3ccccc3)cc1)O2	-1[25 µM]
COc1ccccc1CNC(=O)C[C@H]1C[C@H]2c3cc(NS(=O)(=O)c4ccc(F)cc4)ccc3O[C@H]2[C@H](CO)O1	5[25 µM]
COC(=O)C(N)Cc1ccc(O)cc1 (stereo not drawn)	3
Nc1cc2[nH]c(=O)c3ccccc3c2cc1[N+](=O)[O-]	-8
CCOC(=O)CCCCCCCCC(=O)Nc1ccc(-n2[nH]c(=O)cc2C)cc1	0
COc1cccc(-c2ccc([C@H]3[C@@H](CO)N4CCCCN(S(=O)(=O)c5cccs5)C[C@H]34)cc2)c1	12[25 µM]
CC(=O)c1ccc(S(=O)(=O)N2CCN(CCOc3ccccc3)CC2)cc1	1
CCN(CC)CCOc1ccccc1C(C)=O	17
O=C(Nc1ccc(N2CCCCC2)c(S(=O)(=O)Nc2ccccc2Cl)c1)c1cccnc1	18
CN(Cc1cccs1)c1ncnc2sccc12	5
CO[C@H]1CN(C)C(=O)c2cc(NC(=O)C3CC3)ccc2OC[C@@H](C)N(CC2CCCC2)C[C@H]1C	-7
COc1ccc2c3c(n(C)c2c1)[C@H](CO)NCC31CCN(Cc2cc(-c3ccccc3)on2)CC1	-3[25 µM]
CSc1nnc2n(-c3ccccc3)c(=O)c3c4c(sc3n12)CCC4	-10
O=C(COc1ccccc1F)Nc1cc(S(=O)(=O)Nc2cccc(Cl)c2)ccc1O	15
O=C(OCC(=O)N1CCCc2ccccc21)c1ccccc1[N+](=O)[O-]	-112
CCSc1ncc(CO)c(N)n1	-1
COCCOc1ccc(C(F)(F)F)cc1NC(=O)Cc1ccc(S(=O)(=O)N2CCOCC2)s1	5
CC(=O)Nc1ccc(NC(=O)c2cccc3ccccc23)cc1	-1

Some of the compounds tested; rates above refer to the full screens.
